# From PubChem
# NFkB transloc pot – enhances IL-1B driven NFkB nuclear translocation | hit rate 0.3% among 94,000 | HUVEC IL-1B NFkB p65 nuclear translocation imaging | activation, % at 2 µM;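 active means activation above 40%, about the mean plus 3 SD, also judged a hit on visual image review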;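 further: percent activation is computed from the nuclear over cytoplasmic p65 intensity ratio; values of inactives mirror those of a sister screen read the other way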
# Bcl-B displacement – displacers of TR3 peptide from Bcl-B, primary screen, selectivity assay for Bfl-1 inhibitor project, biochemical, fluorescence polarization; FP displacement of FITC-TR3 peptide from Bcl-B; higher % means a stronger effect; hit rate 0.11% among 96,000; one-dose displacement, % at 20 µM; IC50 in µM for titrated hits;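 active means displacement above 50% at 20 µM plus a fluorescence interference ratio under 1.5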;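 further: plate controls were wells without compound for no effect and wells lacking Bcl-B protein for full effect; a part of the inactive calls stands beside numbers as strong as those of hits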
# NFkB transloc inh – blocks IL-1B driven NFkB nuclear translocation in HUVEC cells; HUVEC IL-1B NFkB p65 nuclear translocation imaging; inhibition, % at 2 µM; hit rate 0.43% among 94,000; AID 796;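 active means inhibition above about 30% together with a positive call from visual inspection of the well image, limit read from the data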;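 further: nuclear over cytoplasmic p65 intensity ratio measured by imaging; 0% = IL-1B stimulated DMSO wells and 100% = unstimulated DMSO wells; values of inactives mirror those of a sister screen read the other way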
# PLAP inhibitors HTS – PLAP enzyme inhibitors, biochemical, luminescence, HTS (AID 690); purified PLAP, luminescent substrate; higher % means a stronger effect; inhibition, % at 20 µM; hits with a dose series show IC50 in µM; hit rate 0.08% among 96,000; in the data active means a potency from the dose series; inactive means the rest, 99 in 100 with inhibition below about 30%; further: strong numbers were not always called active
# MRP reversal – MRP-mediated drug resistance reversal. H69AR cells + 2 uM doxorubicin, CellTiter-Glo, 72 h. differential viability (reversal), % at 10 µM. hit rate 0.04% among 85,000;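 active means viability drop by adding the cancer drug above about 55%, with treated viability meeting a 40% cutoff, limit read from the data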;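 further: viability without doxorubicin minus viability with 2 µM doxorubicin for each compound; larger differential means the compound sensitizes cells more to doxorubicin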
# MRP reversal cytotoxicity – further read-out of MRP reversal, marked with its call; viability, %; H69AR cells, CellTiter-Glo, 72 h; measured here: cytotoxicity without doxorubicin
# MRP reversal with doxorubicin – further read-out of MRP reversal, marked with its call; viability, %; measured here: viability with 2 uM doxorubicin; hits give low values
# NFkB transloc inh cell count 2 µM – further read-out of NFkB transloc inh, marked with its call; cell count; measured here: cells passing quality filter;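 raw number of nuclei counted in each imaged well without normalization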
# NFkB transloc pot cell count 2 µM – also measured in NFkB transloc pot; calls as there; cell count; measured here: cells passing quality filter
# The depositor's hits bear a star; nt = no result given.
SMILES,NFkB transloc pot,NFkB transloc pot cell count 2 µM,Bcl-B displacement,NFkB transloc inh,NFkB transloc inh cell count 2 µM,PLAP inhibitors HTS,MRP reversal,MRP reversal cytotoxicity,MRP reversal with doxorubicin
CCOc1ccccc1NC(=O)c1c(NC(=O)CNCc2ccco2)sc2c1CCC2,nt,nt,-16%,nt,nt,3%,8,76,69
CCC(C(=O)O/N=C(\N)c1ccc(Cl)cc1)c1ccccc1 (stereo unspecified),3,117,-8%,-3,117,30%,-10,70,80
Cc1ccc2cc3c(NC(=O)CC(C)C)nn(C)c3nc2c1,2,93,1%,-2,93,-46%,-10,78,88
CCOC(=O)c1[nH]c2ccc(F)cc2c1NC(=O)Nc1ccccc1OC,8,129,0%,-8,129,21%,nt,nt,nt
COc1ccc(C(=O)CSc2nnc(-c3ccc(S(=O)(=O)N4CCOCC4)cc3)o2)cc1,10,69,4%,-10,69,12%,7,98,91
CNC(=S)NNC(=O)Cc1ccc(OC)c(OC)c1,0,89,-9%,0,89,-110%,nt,nt,nt
CC(=O)C1=C(C)NC(SCC(=O)c2ccccc2)=C(C#N)C1CC(C)C (stereo unspecified),20,100,-9%,-20,100,-15%,-12,81,92
CCOCC(=O)Nc1cc(C(=O)OC)ccc1C(=O)OC,-4,117,3%,4,117,-1%,9,82,73
O=C(O)CCc1nc(-c2cccs2)no1,-12,202,-18%,12,202,2%,-4,101,105
COc1ccc(NC(=O)Nc2cc3oc4ccccc4c3cc2OC)cc1,-9,121,-5%,9,121,-2%,nt,nt,nt
CC(=O)N1CCC2(CC1)C(C#N)=C(N)OC1=C2C(=O)CC(C)(C)C1,7,63,-4%,-7,63,-13%,-6,92,98
CC1=C(C)/C(=N/OC(=O)c2cccc([N+](=O)[O-])c2)C=CC1=O,4,147,nt,-4,147,nt,-16,11,26
CCCNC(=O)c1c(C)cc(=O)oc1C,-11,71,-11%,11,71,-5%,-2,103,105
CCC1CCCCN1C(=O)CSc1nnc(CNC(=O)COc2ccc(Cl)cc2)o1 (stereo unspecified),22,154,-14%,-22,154,-69%,4,96,92
Cn1nc(C(F)(F)F)c(C(=O)Nc2ccc(F)cc2F)c1Sc1cccc(C(F)(F)F)c1,-2,167,-3%,2,167,0%,nt,nt,nt

# Copied from the list.
# CC(=O)C1=C(C)NC(SCC(=O)c2ccccc2)=C(C#N)C1CC(C)C (stereo unspecified) in Bcl-B displacement is entered as -9%
# Cn1nc(C(F)(F)F)c(C(=O)Nc2ccc(F)cc2F)c1Sc1cccc(C(F)(F)F)c1 in NFkB transloc pot cell count 2 µM is entered as 167
# CC1=C(C)/C(=N/OC(=O)c2cccc([N+](=O)[O-])c2)C=CC1=O in MRP reversal with doxorubicin is entered as 26

# Next section:
SMILES,NFkB transloc pot,NFkB transloc pot cell count 2 µM,Bcl-B displacement,NFkB transloc inh,NFkB transloc inh cell count 2 µM,PLAP inhibitors HTS,MRP reversal,MRP reversal cytotoxicity,MRP reversal with doxorubicin
COc1cccc(CNc2nc3ccccc3n2CCN2CCCCC2)c1,2,82,0%,-2,82,-65%,-3,69,72
CCNC(=O)N1c2ccc(OCC)cc2C(C)=CC1(C)C,-10,148,7%,10,148,-41%,nt,nt,nt
CCOC(=O)N1CCN(CCC(=O)Nc2ccc(OC)cc2OC)CC1,-2,96,nt,2,96,nt,6,85,78
O=C(Nc1ccccc1)c1cccc(N2C(=O)CCC2=O)c1,13,103,-5%,-12,103,1%,2,95,93
CCOC(=O)CN(C(=O)CN1CCC(n2nnc3cc(C)ccc32)CC1)c1ccccc1,0,137,0%,0,137,-82%,nt,nt,nt
CC(C)CCn1nnnc1C(C(C)C)N1CCC(C(N)=O)CC1 (stereo unspecified),-6,130,nt,6,130,nt,13,88,74
O=C1CC(N2CCOCC2)C(=O)N1CCN1C(=O)CC(N2CCOCC2)C1=O (stereo unspecified),8,151,-3%,-8,151,9%,9,97,88
O=C(NCCOC(=O)c1ccc(Cl)cc1)c1cccnc1,12,201,-16%,-12,201,16%,11,97,86
COc1ccc2c(c1)CCc1cc(C(=O)N3CCN(c4ccc(N5CCOCC5)nn4)CC3)sc1-2,nt,nt,1%,nt,nt,-41%,nt,nt,nt
CC(=O)Nc1c(O)nc(SCC(=O)Nc2sc3c(c2C#N)CCCCCC3)[nH]c1=O,15,178,-1%,-15,178,-11%,-14,96,110
Cc1ccc(S(=O)(=O)N2CCC(C(=O)N3CCC[C@H]3C(=O)NCc3ccccc3)CC2)cc1,4,155,-5%,-4,155,-33%,-7,99,106
O=C(NCC(=O)N(Cc1cccs1)C(C(=O)NC1CCCCC1)c1ccco1)c1ccco1 (stereo unspecified),18,77,nt,-18,77,nt,9,92,82
C=CCc1c(C)[nH]c2ccc(C)cc2c1=O,6,153,-8%,-6,153,-5%,-3,103,106
O=C(CSc1nnc(-c2cccnc2)n1Cc1ccccc1)N1CCOCC1,38,192,-4%,-38,192,0%,12,85,73
CCC1(c2ccccc2)NC(=O)N(CC(=O)Nc2cccc(C#N)c2)C1=O (stereo unspecified),21,130,-12%,-21,130,9%,9,94,85
CCCCn1c(-c2csc3c2CCC(C)C3)n[nH]c1=S (stereo unspecified),-2,193,-17%,2,193,-3%,nt,nt,nt
COc1ccc(OCC(=O)Nc2ccccc2OC)cc1,nt,nt,3%,nt,nt,15%,-3,74,77
CCOn1c(=O)c(-c2ccc(OC)cc2)[n+]([O-])c2ccccc21,-8,115,10%,8,115,-17%,10,91,81
O=C(CCc1ccccc1)Nc1nnc(-c2ccc3c(c2)CCCC3)o1,0,142,-9%,0,142,-24%,-6,71,77
O=C(NCc1cccs1)C1CCCN1C(=O)Nc1ccccc1 (stereo unspecified),5,81,-1%,-5,81,21%,-1,94,95
O=S(c1ccc2ccccc2c1)c1cnns1 (stereo unspecified),-6,130,5%,6,130,14%,nt,nt,nt
CCc1nc(NCCN2CCOCC2)c2oc3ccccc3c2n1,23,129,-7%,-23,129,-42%,-27,69,97
NC(=O)c1ccsc1NC(=O)COc1ccccc1,16,175,19%,-16,175,9%,3,74,71
CC(=O)N1C2CCCCC2S[C@H]2CCCCC21 (stereo partly specified),-4,175,0%,4,175,-13%,20,90,71
CSc1nnc2c(n1)OC=Nc1ccccc1-2,-1,94,nt,1,94,nt,-5,87,92
O=C(Nc1ccc(F)cc1)C1CCCCC1,12,177,2%,-12,177,-1%,nt,nt,nt
COc1ccccc1NC(=O)c1ccc(N)cc1,11,134,-2%,-11,134,6%,6,98,92
c1ccc(-c2nc(N3CCNCC3)nc3ccccc23)cc1,22,187,9%,-22,187,-35%,-23,4,28
Cc1ccc(-c2c3c(=O)n(C)c(=O)n(C)c3cn2Cc2ccccc2)cc1,3,185,0%,-3,185,-88%,-9,47,56
COc1cc(SC)ccc1C(=O)OC1CCOC1=O (stereo unspecified),1,176,0%,-1,176,-19%,-2,85,86
O=C(NCC1CCCO1)c1cc(C(=O)C2CC2)c[nH]1 (stereo unspecified),-2,123,-3%,2,123,7%,nt,nt,nt
O=C(CSc1n[nH]c(-c2ccccc2)n1)c1ccc(O)c(O)c1,nt,nt,31µM*,nt,nt,11µM*,-38,27,65
COc1cc(C(=O)N2CCC(c3nc(-c4cccnc4)no3)CC2)cc(OC)c1OC,8,174,3%,-8,174,-33%,-11,83,95
COc1ccccc1CN(C(=O)c1ccco1)C(C(=O)NC1CCCC1)c1ccncc1 (stereo unspecified),-9,209,-7%,9,209,-28%,3,80,77
O=C(Nc1nc(-c2cccc([N+](=O)[O-])c2)cs1)C(c1ccccc1)c1ccccc1,22,102,2%,-22,102,-1%,nt,nt,nt
CCCCCCS(=O)Cc1ccccc1 (stereo unspecified),nt,nt,-9%,nt,nt,-14%,3,92,89
C=CCOc1ccccc1/C=C/C(=O)O,32,68,8%,-32,68,5%,nt,nt,nt
O=C(COc1ccc(S(=O)(=O)NC2CCCCC2)cc1)N1CCN(c2ccc(F)cc2)CC1,16,159,11%,-16,159,-56%,-10,90,101
CCOC(=O)Cn1nnc(-c2cccc(OC)c2)n1,22,230,2%,-22,230,-6%,-7,101,108
CCC(=O)Nc1ccc2nc(SCC(=O)N3CCCC3)sc2c1,0,168,5%,0,168,2%,-2,86,88
COc1cc(C(=O)Oc2cccc(C)c2)cc(OC)c1OC,-4,154,-3%,4,154,-21%,16,92,77
COc1cccc(N2CCN(Cc3nc(N)nc(Nc4ccccc4)n3)CC2)c1,-1,177,-1%,1,177,-4%,4,79,75
COc1ccc(S(=O)(=O)Nc2ccc3c(c2)OCO3)cc1C,20,115,-4%,-20,115,7%,0,90,89
COc1ccc(CNC(=O)c2ccc(-c3ccccc3)cc2)cc1,3,130,-9%,-3,130,7%,nt,nt,nt
O=C(Oc1ccccc1Cl)c1ccccc1P(=O)(O)O,28,185,10%,-28,185,5%,7,96,89
Cc1ccccc1OCC(=O)NC(=S)Nc1ccc(N2CCOCC2)c(Cl)c1,-7,121,-6%,7,121,9%,nt,nt,nt
Cc1ccc2cc(C#N)c(SCC(=O)NCC3CCCO3)nc2c1 (stereo unspecified),-12,162,-9%,12,162,-3%,6,100,94
O=C1CC(c2ccsc2)c2cc3c(cc2N1)OCCO3 (stereo unspecified),nt,nt,-6%,nt,nt,-11%,-17,27,44
CC1=CC(=O)C(C(C)C)=C/C1=N/OC(=O)c1cccc([N+](=O)[O-])c1,nt,nt,13%,nt,nt,-15%,-6,32,38
Cc1ccc(N2C(=O)[C@@H]3[C@H](C2=O)C2CCCN2[C@@H]3C(=O)c2ccccc2)cc1 (stereo partly specified),nt,nt,55%,nt,nt,-70%,-6,86,92
CN=CC1=C(O)CC(C)(C)CC1=O,-9,193,1%,9,193,-2%,3,91,88
CC1(C)Cc2c(sc3nc4n(c(=O)c23)CCC4)CO1,nt,nt,-9%,nt,nt,-3%,5,95,90
COc1ccc(NC(=O)CN(c2cc(C)cc(C)c2)S(=O)(=O)c2c(C)noc2C)cc1,-4,164,8%,4,164,17%,18,90,71
COc1ccc(N2C(=O)CSC23CCCCC3)cc1,6,150,nt,-6,150,nt,-14,95,108
Cc1cc(NC(=O)CSc2n[nH]c(CC(C)C)n2)no1,10,114,-1%,-10,114,-90%,-1,89,90
CC(=O)c1sc2nc(-c3cccs3)cc(C(F)(F)F)c2c1N,23,181,38%,-23,181,-6%,5,50,45
O=C(O)c1ccc(S(=O)(=O)c2ccc3c(c2)C(=O)N(Cc2ccco2)C3=O)cc1,18,175,-1%,-18,175,-14%,-7,97,104
O=C(CSc1nccc(=O)[nH]1)Nc1ccc(F)c(Cl)c1,10,133,-1%,-10,133,-5%,-1,91,92
COC(=O)c1ccccc1N(C)S(C)(=O)=O,4,118,-9%,-4,118,6%,-3,92,95
Cc1ccc(NC(=O)CC2S/C(=N/c3nccs3)N(C)C2=O)c(C)c1 (stereo unspecified),-17,41,7%,17,41,12%,7,96,89

# Limited to PLAP inhibitors HTS, for 2 of the compounds above:
SMILES	PLAP inhibitors HTS
CCC(C(=O)O/N=C(\N)c1ccc(Cl)cc1)c1ccccc1 (stereo unspecified)	30%
Cc1ccc2cc3c(NC(=O)CC(C)C)nn(C)c3nc2c1	-46%

# Further structures.
SMILES,NFkB transloc pot,NFkB transloc pot cell count 2 µM,Bcl-B displacement,NFkB transloc inh,NFkB transloc inh cell count 2 µM,PLAP inhibitors HTS,MRP reversal,MRP reversal cytotoxicity,MRP reversal with doxorubicin
O=C(Nc1nc2c(s1)CN(Cc1ccccc1)CC2)c1cccc(S(=O)(=O)N2CCc3ccccc32)c1,-7,150,-114%,7,150,-32%,12,82,70
O=P(OC1CCCCC1)(OC1CCCCC1)C(O)c1ccc(Cl)cc1Cl (stereo unspecified),6,55,-2%,-6,55,-10%,-7,58,66
CS(=O)(=O)N(CC(=O)N1CCN(c2cccc(Cl)c2)CC1)c1cccc(F)c1,30,116,-4%,-30,116,-64%,3,85,82
CC(C)(C)NC(=O)CN1CCC(O)(c2ccc3c(c2)OCO3)CC1,1,123,nt,-1,123,nt,5,101,96

# Only part of the results is shown; rates above refer to the full screens.
